High-throughput results deposited in PubChem by National Center for Advancing Translational Sciences (NCATS).
BAZ2B block – qHTS Assay for Inhibitors of BAZ2B | AlphaScreen BAZ2B-H3K14Ac peptide displacement | Potency, µM (series often up to 114 µM), inactives show at the highest dose activity change, negative = inhibition, hits mostly inhibitors | Bromodomain adjacent to zinc finger domain protein 2B (Homo sapiens), Q9UIF8 | 360,000 compounds, 4.4% hits; further: potency means the concentration at half of the fitted maximal effect; on the % scale 0 is the no-effect control and ±100 the full control effect; nearly all actives have a fitted effect of over 60% in size
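Protein-peptide AlphaScreen: BAZ2B 50 nM, b-H3K14Ac 50 nM, 1x PBS pH 7.4 + 0.01% Tween-20. Preincubation 30 min RT; cpd 30 min RT (top 110 uM); beads 20 min RT, light-protected.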
PI4K2A block – qHTS for small molecular inhibitors of PI4K2A. purified PI4K2A, ADP-Glo luminescence, 1 h; active compounds read low. activity change, negative = inhibition, % at 76.9 µM. Phosphatidylinositol 4-kinase type 2-alpha (Homo sapiens), Q9BTU6. 420,000 compounds, 0.13% hits. AID 1346378, 2018; in the data active means activity change below about -50%; inconclusive means mostly about -30% to -49%;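 further: -100% = wells without enzyme as full effect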
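PI4K2A activity was measured by ADP-Glo luminescence: enzyme (4 ug/mL stock) and phosphatidylinositol (1.2 mM stock) in Tris pH 7.5/MgCl2/EGTA/Triton X-100 buffer were reacted with ATP (300 microM stock) for one hour at ambient temperature.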
JMJD2A Tudor inh – qHTS Assay for Inhibitors of JMJD2A-Tudor Domain. 390,000 compounds, 4.4% hits. Potency, µM (doses to about 114 µM), without a hit: top-dose activity change, negative = inhibition, usual class: inhibitors. AID 504339, 2011. AlphaScreen JMJD2A-Tudor / H3K4me3 peptide binding; further: potency means the concentration at half of the fitted maximal effect; on the % scale 0 is the no-effect control and ±100 the full control effect; nearly all actives have a fitted effect of over 50% in size
Target sequence (O75164 whole entry, looked up, the tested form may be a part): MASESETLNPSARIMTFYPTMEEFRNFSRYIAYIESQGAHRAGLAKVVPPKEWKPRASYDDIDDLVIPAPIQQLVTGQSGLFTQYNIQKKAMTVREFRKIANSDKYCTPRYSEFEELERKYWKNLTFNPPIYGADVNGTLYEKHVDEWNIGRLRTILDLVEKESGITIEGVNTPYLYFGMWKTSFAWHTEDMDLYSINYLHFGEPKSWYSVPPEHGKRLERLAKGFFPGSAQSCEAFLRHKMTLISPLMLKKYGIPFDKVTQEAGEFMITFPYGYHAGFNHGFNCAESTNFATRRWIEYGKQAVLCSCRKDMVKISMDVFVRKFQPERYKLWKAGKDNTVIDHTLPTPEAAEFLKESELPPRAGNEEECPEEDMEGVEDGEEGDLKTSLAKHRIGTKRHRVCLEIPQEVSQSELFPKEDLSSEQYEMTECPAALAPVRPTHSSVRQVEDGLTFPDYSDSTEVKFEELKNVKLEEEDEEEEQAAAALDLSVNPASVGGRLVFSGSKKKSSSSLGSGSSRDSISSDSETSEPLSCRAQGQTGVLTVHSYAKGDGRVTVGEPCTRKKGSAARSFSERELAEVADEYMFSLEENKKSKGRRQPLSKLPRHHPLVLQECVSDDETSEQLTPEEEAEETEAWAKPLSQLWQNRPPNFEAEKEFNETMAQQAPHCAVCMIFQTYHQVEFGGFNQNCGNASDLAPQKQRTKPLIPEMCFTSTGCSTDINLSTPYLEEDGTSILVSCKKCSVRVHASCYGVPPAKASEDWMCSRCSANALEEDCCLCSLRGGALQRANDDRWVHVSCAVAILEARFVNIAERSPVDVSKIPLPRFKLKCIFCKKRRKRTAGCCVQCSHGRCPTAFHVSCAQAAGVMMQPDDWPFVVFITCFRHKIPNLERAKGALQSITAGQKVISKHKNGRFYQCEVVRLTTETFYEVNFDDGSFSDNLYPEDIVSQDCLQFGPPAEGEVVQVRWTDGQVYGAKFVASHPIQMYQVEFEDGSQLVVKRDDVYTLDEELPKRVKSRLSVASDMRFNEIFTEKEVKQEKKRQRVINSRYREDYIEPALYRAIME
Pol eta inh – qHTS for Inhibitors of Polymerase Eta | 390,000 compounds, 1.2% hits | DNA polymerase eta (Homo sapiens), Q9Y253 | Potency, µM (top dose mostly 114 µM), without a hit: at the highest dose activity change, negative = inhibition, actives largely listed as inhibitors | recombinant Pol eta, fluorescent DNA replication assay; further: potency means the concentration at half of the fitted maximal effect; on the % scale 0 is the no-effect control and ±100 the full control effect
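Fluorescent replication assay: 50 nM final substrate added after a 15 min room-temperature compound preincubation with 10 nM enzyme. Signal taken at 0 min and again at 10 min.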
GLS inhibitor – qHTS for Inhibitors of Glutaminase (GLS). Glutaminase kidney isoform, mitochondrial (Homo sapiens), O94925. GLS enzymatic activity, qHTS titration. Potency, µM (doses to about 45.5 µM), for inactives: top-dose activity change, negative = inhibition, hits mostly inhibitors. 410,000 compounds, 0.21% hits. AID 624170, 2012; further: potency means the concentration at half of the fitted maximal effect; on the % scale 0 is the no-effect control and ±100 the full control effect
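hKGA in 45 mM KH2PO4 (pH 8.2), 0.02% Tween-20 with compound, then 1mM L-Glutamine (stock as added) plus glutamate oxidase/HRP/Amplex red coupling mix. Fluorescence read initially and after 30 min at RT; signal change reflects glutamate formation.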
HP1b binding inh – HTS for Inhibitors of HP1-beta Chromodomain Interactions with Methylated Histone Tails | AlphaScreen HP1-beta / biotin-H3K9me3 peptide binding | Chromobox protein homolog 1 (Homo sapiens), P83916 | 390,000 compounds, 0.56% hits | AID 540317, 2011 | Potency, µM (top dose mostly 114 µM), without a hit: at the highest dose activity change, negative = inhibition, usual class: inhibitors; further: potency means the concentration at half of the fitted maximal effect; nearly all actives have a fitted effect of over 70% in size; inactives centre near 23
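HP1-beta protein (50 nM final) preincubated 30 min at room temperature with biotinylated H3(1-18)K9me3 peptide (50 nM) in PBS pH 7.4, 0.01% Tween-20, then compound added for 30 min. AlphaScreen streptavidin donor/nickel chelate acceptor beads (10 ug/mL final), 30 min dark, luminescence read.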
G9a block – qHTS Assay for Inhibitors of Histone Lysine Methyltransferase G9a; Histone-lysine N-methyltransferase EHMT2 (Homo sapiens), Q96KQ7; G9a H3K9 monomethylation, AlphaScreen, 2 h; Potency, µM (series often up to 102 µM), inactives show at the highest dose activity, negative = inhibition, usual class: inhibitors; 350,000 compounds, 8.8% hits; AID 504332, 2011; further: potency means the concentration at half of the fitted maximal effect; on the % scale 0 is the no-effect control and ±100 the full control effect; nearly all actives have a fitted effect of over 75% in size
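AlphaScreen detection with an anti-monomethyl H3K9 antibody quantified product after a 2 h room-temperature reaction containing 500 nM biotinylated H3K9 peptide, 20 µM SAM and 20 nM enzyme, which had been preincubated 15 min with compound.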
Pin1 inhibitor – qHTS Assay to Find Inhibitors of Pin1; Peptidyl-prolyl cis-trans isomerase NIMA-interacting 1 (Homo sapiens), Q13526; Pin1 FP peptide displacement, HiFluor488, 10 min; Potency, µM (titrated, usually from 115 µM), inactives show at the highest dose activity, negative = inhibition, actives largely listed as inhibitors; 390,000 compounds, 0.009% hits; AID 504891, 2011; active means well fitted inhibition curve with a large enough effect in the polarisation, with a control signal flat, not every such curve was filed as active; inconclusive means small, poorly fitted or top-dose-only effect, or effect the other way, or a change in a side signal; inactive means no such curve, though single readings can be large or run the other way; the % refers to the polarisation; further: potency means the concentration at half of the fitted maximal effect; on the % scale 0 is the no-effect control and ±100 the full control effect
Tb PGK inh – qHTS Assay to Find Inhibitors of Phosphoglycerate Kinase; 380,000 compounds, 0.043% hits; Potency, µM (highest dose often 57.5 µM), for the others: at the highest dose activity change, negative = inhibition, actives largely listed as inhibitors; AID 602233, 2012; PGK/GAPDH coupled, Kinase-Glo luminescence, 60 min; Phosphoglycerate kinase, glycosomal (Trypanosoma brucei brucei), P07378; further: potency means the concentration at half of the fitted maximal effect; on the % scale 0 is the no-effect control and ±100 the full control effect; nearly all actives have a fitted effect of over 60% in size
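Luminescent ATP detection (Kinase-Glo Plus) follows a 60-minute room-temperature incubation, with wells lacking PGK as controls. Buffer: 100 mM TEA (pH 7.6), 5 mM MgCl2, 0.01% Tween-20. Coupling enzyme GAPDH (100 nM final) supplies unstable 1,3-BPG in-well.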
An asterisk follows results filed as active; & = joins results of further samples; [ ] = remark or other dose. Unless noted, the call rests on the fitted dose curve; in most records, active means well fitted curve in the direction sought with a large enough effect; inconclusive means small, poorly fitted or top-dose-only effect, or another doubt; inactive means no such curve, though single readings can be large; an effect the other way counts as inactive or inconclusive. A portion of the library, so the mix of outcomes need not match the whole.

How did COC(=O)c1ccc(S(=O)(=O)NCc2ccc(S(N)(=O)=O)cc2)o1 do in these assays?
BAZ2B block: -6%; PI4K2A block: 2; JMJD2A Tudor inh: -29%; Pol eta inh: -4%; GLS inhibitor: 3%; HP1b binding inh: -18%; G9a block: 1%; Pin1 inhibitor: 1%; Tb PGK inh: 20%

How did COCc1cc(C)nc(SCC[N+](C)(C)CC(=O)Nc2cccc(C(F)(F)F)c2)c1C#N do in these assays?
BAZ2B block: -2%; PI4K2A block: 3; JMJD2A Tudor inh: -14%; Pol eta inh: -8%; GLS inhibitor: -6%; HP1b binding inh: 13%; G9a block: -17%; Pin1 inhibitor: 1%; Tb PGK inh: inactive

What do the screens show for `Cc1ccc(-c2noc(Cn3nc(C(=O)O)c4ccccc4c3=O)n2)cc1`?
BAZ2B block: -2%; PI4K2A block: -4; JMJD2A Tudor inh: -14%; Pol eta inh: 2%; GLS inhibitor: -13%; HP1b binding inh: -8%; G9a block: -7%; Pin1 inhibitor: -5%; Tb PGK inh: 0%

Results for N#Cc1c(-c2ccc(Cl)cc2)ccnc1N1CCOCC1 ?
BAZ2B block: 51%[activator]; PI4K2A block: 0; JMJD2A Tudor inh: 31%; Pol eta inh: -19%; GLS inhibitor: 14%; HP1b binding inh: 86%[activator]; G9a block: 34%[activator]; Pin1 inhibitor: 0%; Tb PGK inh: 16%

Results for O=C(COc1ccc(NC(=O)c2cccs2)cc1)c1ccc(F)cc1 ?
BAZ2B block: -8%; PI4K2A block: 2; JMJD2A Tudor inh: -8%; Pol eta inh: -4%; GLS inhibitor: 0%; HP1b binding inh: 10%; G9a block: 15%[12.7 µM]; Pin1 inhibitor: 19%; Tb PGK inh: 1%

How did COc1ccc(NC(=O)C2CCCO2)c(OC)c1 (centres undefined) do in these assays?
BAZ2B block: 2%; PI4K2A block: -2; JMJD2A Tudor inh: -12%; Pol eta inh: 2%; GLS inhibitor: -1%; HP1b binding inh: 5%; G9a block: 0%; Pin1 inhibitor: -5%; Tb PGK inh: -3%

What do the screens show for `CC(=O)Nc1ccc(C(=O)OCC(=O)Nc2ccc(N3CCOCC3)cc2)cc1`?
BAZ2B block: -6%; PI4K2A block: -2; JMJD2A Tudor inh: -13%; Pol eta inh: -16%; GLS inhibitor: 9%; HP1b binding inh: 40%[activator]; G9a block: inconclusive; Pin1 inhibitor: 3%; Tb PGK inh: -9%

Results for Fc1ccccc1Cc1noc(CN(Cc2ccccn2)CC2CCCO2)n1 (centres undefined) ?
BAZ2B block: 9%; PI4K2A block: 4; JMJD2A Tudor inh: -11%; Pol eta inh: -14%; GLS inhibitor: 0%; HP1b binding inh: 22%; G9a block: 0%; Pin1 inhibitor: 1%; Tb PGK inh: 0%

How did CC(Oc1cc2oc(=O)c3c(c2cc1Cl)CCC3)C(=O)N1C[C@H]2C[C@@H](C1)c1cccc(=O)n1C2 (some centres undefined) do in these assays?
BAZ2B block: -6%; PI4K2A block: -1; JMJD2A Tudor inh: -18%; Pol eta inh: -13%; GLS inhibitor: -7%; HP1b binding inh: 26%; G9a block: -5%[12.7 µM]; Pin1 inhibitor: -1%; Tb PGK inh: -1%

How did COC(=O)c1ccc(Cn2nnc3ccccc32)cc1 do in these assays?
BAZ2B block: -10%; PI4K2A block: 1; JMJD2A Tudor inh: 9%; Pol eta inh: -9%; GLS inhibitor: 0%; HP1b binding inh: 44%[activator]; G9a block: 11%; Pin1 inhibitor: 0%; Tb PGK inh: 0%

Results for CCc1cccc(C)c1NC(=O)CO/N=C(\N)CC(=O)NC1CCCCC1 ?
BAZ2B block: -9%; PI4K2A block: 2; JMJD2A Tudor inh: -22%; Pol eta inh: -8%; GLS inhibitor: -5%; HP1b binding inh: 38%; G9a block: 8%; Pin1 inhibitor: 30%[activator]; Tb PGK inh: -2%

Results for CN1C(=O)C(CC(N)=O)N(NC(=O)c2ccc(Cl)cc2)C1=S (centres undefined) ?
BAZ2B block: -7%; PI4K2A block: 7; JMJD2A Tudor inh: -4%; Pol eta inh: -1%; GLS inhibitor: 8%; HP1b binding inh: 34%; G9a block: 49%[activator][59 µM]; Pin1 inhibitor: 4%; Tb PGK inh: -1%

The list goes on; it opens with the 2 that closed the last part.
Results for CCc1cccc(C)c1NC(=O)CO/N=C(\N)CC(=O)NC1CCCCC1 ?
BAZ2B block: -9%; PI4K2A block: 2; JMJD2A Tudor inh: -22%; Pol eta inh: -8%; GLS inhibitor: -5%; HP1b binding inh: 38%; G9a block: 8%; Pin1 inhibitor: 30%[activator]; Tb PGK inh: -2%

Results for CN1C(=O)C(CC(N)=O)N(NC(=O)c2ccc(Cl)cc2)C1=S (centres undefined) ?
BAZ2B block: -7%; PI4K2A block: 7; JMJD2A Tudor inh: -4%; Pol eta inh: -1%; GLS inhibitor: 8%; HP1b binding inh: 34%; G9a block: 49%[activator][59 µM]; Pin1 inhibitor: 4%; Tb PGK inh: -1%

How did COc1cc(/C=C/C(=O)OCC(=O)Nc2cc(S(=O)(=O)N3CCCCC3)ccc2C)ccc1O do in these assays?
BAZ2B block: -25%; PI4K2A block: -3; JMJD2A Tudor inh: -29%; Pol eta inh: -2%; GLS inhibitor: inconclusive; HP1b binding inh: 6%; G9a block: -3%[59 µM]; Pin1 inhibitor: 15%; Tb PGK inh: -5%

How did COc1cc(NC(=O)c2ccc(Cl)cc2Cl)ccc1-c1cc2ccccc2oc1=O do in these assays?
BAZ2B block: -1%; PI4K2A block: -9; JMJD2A Tudor inh: -8%; Pol eta inh: -15%; GLS inhibitor: -6%; HP1b binding inh: 19%; G9a block: 25%[59 µM]; Pin1 inhibitor: 10%; Tb PGK inh: inactive

How did COc1ccc(CCNC(=O)CN(c2cc([N+](=O)[O-])ccc2OC)S(C)(=O)=O)cc1 do in these assays?
BAZ2B block: -10%; PI4K2A block: -11; JMJD2A Tudor inh: -18%; Pol eta inh: -5%; GLS inhibitor: -15%; HP1b binding inh: 26%; Pin1 inhibitor: -2%; Tb PGK inh: -1%

Results for Cc1nc(CN2CCN(C(=O)c3ccc(C(C)(C)C)cc3)CC2)cs1 ?
BAZ2B block: -20%; PI4K2A block: -1; JMJD2A Tudor inh: -3%; Pol eta inh: 2%; GLS inhibitor: -2%; HP1b binding inh: 23%; G9a block: inconclusive; Pin1 inhibitor: -3%; Tb PGK inh: 3%

Results for Cc1ccccc1OCC(=O)NCC(c1ccc(Cl)cc1)N1CCCCC1 (centres undefined) ?
BAZ2B block: -3%; PI4K2A block: -1; JMJD2A Tudor inh: -14%; Pol eta inh: -24%; GLS inhibitor: 3%; HP1b binding inh: 15%; G9a block: inconclusive; Pin1 inhibitor: 2%; Tb PGK inh: inactive

How did C=CCNc1nc(-c2ccc(OC)cc2OC)cs1 do in these assays?
BAZ2B block: 56µM*; PI4K2A block: 5; JMJD2A Tudor inh: inconclusive; Pol eta inh: -20%; GLS inhibitor: 12%; HP1b binding inh: -15%; G9a block: inconclusive; Pin1 inhibitor: 1%; Tb PGK inh: -10%

What do the screens show for `CCOC(=O)c1cc2c(=O)n3ccccc3nc2n(CCOC)c1=NC(=O)C(C)(C)C`?
BAZ2B block: -31%; PI4K2A block: 1; JMJD2A Tudor inh: 2%; Pol eta inh: 2%; GLS inhibitor: -12%; HP1b binding inh: 33%[activator]; G9a block: 21%[12.7 µM]; Pin1 inhibitor: -1%; Tb PGK inh: 2%

How did COc1cc(CNc2ccccc2SC)cc(OC)c1OC do in these assays?
BAZ2B block: -33%; PI4K2A block: 7; JMJD2A Tudor inh: inconclusive; Pol eta inh: -8%; GLS inhibitor: 12%; HP1b binding inh: 13%; G9a block: 11µM*; Pin1 inhibitor: inconclusive

What do the screens show for `CCN1CCN(C(c2cccs2)C(C)NC(=O)c2c(F)cccc2F)CC1` (centres undefined)?
BAZ2B block: 6%; PI4K2A block: -3; JMJD2A Tudor inh: -1%; Pol eta inh: 4%; GLS inhibitor: 3%; HP1b binding inh: 15%; G9a block: 5%; Pin1 inhibitor: -7%; Tb PGK inh: -5%

Results for CCOc1ccc(Cn2c(=O)oc3ccccc32)cc1 ?
BAZ2B block: -1%&10%; PI4K2A block: -2&4; JMJD2A Tudor inh: 13%&-11%; Pol eta inh: -16%&-1%; GLS inhibitor: -5%&4%; HP1b binding inh: 39%&14%[activator]; G9a block: 9%[59 µM]; Pin1 inhibitor: inconclusive; Tb PGK inh: -1%&6%
